# Screening results deposited in PubChem by several laboratories.
# MC4R antag cAMP: human MC4R antagonism in cAMP assay; inhibition, % at 6.5 µM; MC4R-expressing cells, MTII-stimulated cAMP, LANCE TR-FRET; actives 0.48% (n = 360,000); P32245;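 active = inhibition above its plate's cutoff, the mean of tested wells on that plate plus 3 SD, cut at about 29% in these data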;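 also: 0% = Melanotan II alone and 100% = Melanotan II plus saturating MCL0020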
#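 Assay system: U2OS-MC4R stable cell line; Also added: Melanotan II; Technique: Eu-cAMP/anti-cAMP TR-FRET, emission 671 nm; Times: 30-min compound, 1-h challenge, 1-h detection, room temperature.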
# Granule exo inh: lytic granule exocytosis inhibition; actives 0.66% (n = 360,000); TALL-104 LAMP-1 surface exposure, flow cytometry; cells stimulated with thapsigargin and PMA; AID 651702; inhibition, % at 10 µM;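 active = inhibition above about 55%, limit read from the data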
# ABHD5-PLIN5 inh: ABHD5-PLIN5 protein interaction inhibition. Split G. princeps luciferase complementation, luminescence, 4 h. inhibition, % at 4 µM. actives 0.78% (n = 360,000). AID 602281;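 active = inhibition above the mean inhibition across every tested compound plus 3 SD, cut at about 22% in these data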;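 also: 0% = DMSO only wells and the 100% control is not disclosed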
# Target sequence (Q00G26 whole entry, looked up): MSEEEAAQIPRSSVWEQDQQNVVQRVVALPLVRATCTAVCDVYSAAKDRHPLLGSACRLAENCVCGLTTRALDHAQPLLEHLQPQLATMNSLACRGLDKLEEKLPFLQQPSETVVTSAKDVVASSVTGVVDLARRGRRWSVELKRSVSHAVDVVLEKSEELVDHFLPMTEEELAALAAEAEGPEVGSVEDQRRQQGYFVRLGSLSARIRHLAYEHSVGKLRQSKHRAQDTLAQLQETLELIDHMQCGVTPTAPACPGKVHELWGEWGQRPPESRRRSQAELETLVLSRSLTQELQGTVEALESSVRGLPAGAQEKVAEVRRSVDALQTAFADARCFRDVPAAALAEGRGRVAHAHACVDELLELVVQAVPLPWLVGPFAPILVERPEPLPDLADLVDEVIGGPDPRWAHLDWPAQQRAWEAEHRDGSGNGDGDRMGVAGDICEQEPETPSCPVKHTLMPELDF
# Target sequence (Q8WTS1 whole entry, looked up): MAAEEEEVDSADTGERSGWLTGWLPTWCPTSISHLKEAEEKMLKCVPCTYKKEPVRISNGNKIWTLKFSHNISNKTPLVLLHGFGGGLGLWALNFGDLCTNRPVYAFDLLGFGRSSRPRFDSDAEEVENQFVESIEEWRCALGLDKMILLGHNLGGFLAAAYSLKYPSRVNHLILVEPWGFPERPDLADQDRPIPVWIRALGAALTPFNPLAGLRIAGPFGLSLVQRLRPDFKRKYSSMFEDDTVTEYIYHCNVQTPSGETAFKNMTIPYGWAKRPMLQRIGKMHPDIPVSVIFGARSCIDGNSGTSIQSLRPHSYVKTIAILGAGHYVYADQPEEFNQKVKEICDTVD
# aDG glyco up: alpha-DG glycosylation activation. Pro5-aDG cells, alpha-DG glycosylation AlphaScreen (IIH6); 0% Pro5, 100% B10-LARGE cell signal. activation, % at 10 µM. actives 0.22% (n = 360,000);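 active = activation of at least 8% versus controls, or a plate z-score of at least 8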;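 also: Pro5 are CHO cells carrying HIG-tagged alpha-DG that lacks glycosylation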
# MC4R ag barr: activates human MC4R beta-arrestin recruitment | AID 540308 | activation, % at 8.9 µM | U2OS MC4R beta-arrestin complementation, luminescence; percent of melanotan II response, DMSO zero | actives 0.98% (n = 360,000) | P32245;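 active = activation above a per-plate cutoff, the mean activation of sample wells on that plate plus 3 SD, cut at about 8% in these data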
# Glyco luc inh: blocks N-linked glycosylation in D54 reporter cells. D54 ERlucT glycosylation luciferase reporter, 24 h; percent of 100 nM tunicamycin response. reporter increase, % at 12.5 µM. actives 0.23% (n = 360,000). AID 588692;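 active = mean luciferase reporter signal, scaled so untreated is 0 and the glycosylation-blocking control 100, at or above a set limit in every replicate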;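 also: luciferase carries N-glycosylation sites so blocking glycosylation raises the light; 0% = median of neutral control wells and 100% = median of 100 nM tunicamycin wells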
# TLR9-MyD88 block: TLR9-MyD88 interaction inhibition | CHO BLA complementation TLR9-MyD88, CCF4 FRET ratio | AID 504734 | Q9NR96+Q99836 | inhibition, % at 4.98 µM | actives 0.21% (n = 340,000);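 active = inhibition above the mean over all tested compounds plus 3 SD, cut at about 21% in these data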;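 also: 0% = DMSO only wells and 100% = clavulanate BLA inhibitor control wells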
# ABCB6 inh 2: blocks the human ABCB6 transporter; AID 602162; K562-ABCB6 porphyrin accumulation, flow cytometry, 1 h; active compounds read low; actives 0.19% (n = 360,000); Q9NP58; fluorescence ratio to DMSO, % at 10 µM;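 active = fluorescence ratio to DMSO below 75%, the collection mean minus 3 SD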;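 also: signal is porphyrin accumulated inside mitochondria; 100% equals median channel fluorescence of DMSO control wells; lower ratio means ABCB6 inhibition with less porphyrin fluorescence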
# NOD2-RIPK2 inh: blocks binding of human NOD2 to RIPK2; CHO BLA complementation NOD2-RIPK2, CCF4 ratio; inhibition, % at 4.98 µM; actives 0.38% (n = 360,000); AID 624267; in the data active = inhibition above about 21%;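 also: 0% = vehicle only and 100% = reference blocker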
# Vif imaging: inhibitors of HIV Vif | HEK293T cells, Vif self-association by quenched fluorescence, imaging, 24 h | inhibition, % at 7.49 µM | actives 0.35% (n = 340,000); in the data active = inhibition above about 50%, passing the limit was not always enough; also: some results filed as inactive read as strong as hits
# Numbers without * were called inactive; . = not tested or not shown.
MC4R antag cAMP	Granule exo inh	ABHD5-PLIN5 inh	aDG glyco up	MC4R ag barr	Glyco luc inh	TLR9-MyD88 block	ABCB6 inh 2	NOD2-RIPK2 inh	Vif imaging	SMILES
3	2	4	-0.2	-0.3	1	-5	99	7	-15	CN(CCC1CCOCC1)Cc1nc(Cc2ccccc2F)no1
5	4	0	-0.1	2.6	-1	-4	93	9	0	CCOc1ccc(N2C(=O)CC(n3ccc(C)n3)C2=O)cc1 (configuration not stated)
-2	-3	-3	-0.1	-0.7	1	2	97	7	4	COc1cccc(CNC(=O)C2CCCN(S(=O)(=O)c3c(C)n[nH]c3C)C2)c1 (configuration not stated)
14	1	9	0.1	-0.5	-6	-9	98	0	0	COc1ccc(-c2csc3ncnc(N4CCN(S(=O)(=O)c5cccc(F)c5)CC4)c23)cc1
4	0	-3	-0.1	0.9	-14	-1	104	-12	17	O=c1c(-c2ccc3c(c2)OCCO3)coc2cc(OC3OC(CO)C(O)C(O)C3O)ccc12 (configuration not stated)
9	6	11	-0.2	13*	-5	6	99	6	7	Cc1ccc2nc(-c3ccc(NC(=O)CSc4nc(N)cc(=O)[nH]4)cc3)sc2c1
3	-2	-3	-0.1	-0.9	-2	-2	101	-5	32	O=C(NCCCN1CCCCC1)c1ccc2c(c1)NC(=O)C(N1CCOCC1)S2 (configuration not stated)
4	-2	1	-0.1	-1.9	0	10	101	2	-4	O=c1cnnc(Nc2ccc(Cl)c(C(F)(F)F)c2)[nH]1
0	-5	-13	0.0	-1.6	-11	-2	102	3	2	CN(c1ccccc1)c1ccc(/C=N/NC(=O)CC#N)cc1
-8	1	5	0.0	-3.5	0	-9	98	-10	9	O=C(CCN1C(=O)/C(=C/c2cccs2)SC1=S)Nc1ccc(C(=O)O)c(O)c1
1	0	12	0.2	-5.3	-10	2	107	8	-7	Oc1ccccc1N=Nc1nc(-c2ccccc2)c(-c2ccccc2)[nH]1
-4	-1	-2	0.2	-3.1	3	-4	92	1	2	COc1ccccc1/C=C/C=N/n1c(-c2ccncc2)n[nH]c1=S
-1	13	0	0.2	-0.4	-3	-9	92	-11	-3	CN(C)C1=NCCN1CCCCc1ccccc1
4	13	0	0.0	-1.2	1	.	93	2	-1	CC1(C(=O)Nc2cccc(C(F)(F)F)c2)Cc2c(-c3cccc(C(N)=O)c3)ccnc2O1 (configuration not stated)
3	2	16	-0.1	0.2	-1	8	102	-6	2	N#CC1=C(N)OC(c2ccccc2)=C(C#N)C1c1ccc2c(c1)OCO2 (configuration not stated)
13	1	2	-0.2	0.0	-2	.	94	5	-3	CCCNC(=O)C1(C)CCCN(C(=O)Cc2ccc3ccccc3c2)C1 (configuration not stated)
-14	-19	3	0.1	-1.0	1	-2	97	-4	3	CCCOc1ccccc1/C=C1/C(=O)ON=C1C
17	-3	1	0.6	3.3	4	3	102	10	-7	COc1cc2nc(/C=C/c3cc(OC)c(OC)c(OC)c3)sc2cc1SC
-4	1	8	-0.2	0.9	1	-3	96	-5	3	COc1cc(OC)c2c(OC)cccc2n1
-1	6	3	0.3	-2.5	0	4	97	4	15	Cc1ccc2oc(=O)c3cc(C(=O)NCCCN4CC(C)CC(C)C4)sc3c2c1 (configuration not stated)

# 3 compounds picked at random from the list so far, as already listed:
MC4R antag cAMP	Granule exo inh	ABHD5-PLIN5 inh	aDG glyco up	MC4R ag barr	Glyco luc inh	TLR9-MyD88 block	ABCB6 inh 2	NOD2-RIPK2 inh	Vif imaging	SMILES
-4	-1	-2	0.2	-3.1	3	-4	92	1	2	COc1ccccc1/C=C/C=N/n1c(-c2ccncc2)n[nH]c1=S
-8	1	5	0.0	-3.5	0	-9	98	-10	9	O=C(CCN1C(=O)/C(=C/c2cccs2)SC1=S)Nc1ccc(C(=O)O)c(O)c1
9	6	11	-0.2	13*	-5	6	99	6	7	Cc1ccc2nc(-c3ccc(NC(=O)CSc4nc(N)cc(=O)[nH]4)cc3)sc2c1

# The listing continues.
MC4R antag cAMP	Granule exo inh	ABHD5-PLIN5 inh	aDG glyco up	MC4R ag barr	Glyco luc inh	TLR9-MyD88 block	ABCB6 inh 2	NOD2-RIPK2 inh	Vif imaging	SMILES
7	2	0	0.0	-1.2	-1	-4	99	-2	7	COC(=O)c1ccc(CSc2nnc3c(n2)[nH]c2ccccc23)cc1
8	-2	2	-0.1	-1.0	-6	8	96	-12	-5	CCC(C)(C)NC(=O)CN(C(=O)c1snc(C(N)=O)c1N)c1ccc2c(c1)OCCO2
21	3	-2	0.1	2.7	-2	-10	103	-2	-2	COc1ccc(OC)c(N(CC(=O)NCc2ccccc2)S(=O)(=O)c2ccc(OC)c(OC)c2)c1
-41	-5	-1	-0.1	-2.1	-2	-13	104	-4	-3	COC(=O)c1[nH]c2ccccc2c1NC(=O)CN1CCN(Cc2ccc3c(c2)OCO3)CC1
4	0	-1	-0.2	-2.6	0	8	100	-7	-7	COc1cccc(-c2noc(CCCC(=O)NC3CCCC3)n2)c1
5	-5	-4	0.0	-1.1	2	8	103	-2	-2	CCn1c(NN)nc2sc3c(c2c1=O)CCC3
3	-3	-5	0.0	-1.7	1	-2	99	-4	6	NS(=O)(=O)c1ccc(NC(=O)CSc2nnc3n2CCCCC3)cc1
-1	1	0	-0.1	-1.8	1	-7	102	-3	14	CCCn1c(N)c(C(=O)CSc2nnc(-c3cccs3)n2C2CC2)c(=O)[nH]c1=O
25	-4	-1	-0.2	-0.3	1	-10	90	-10	2	Cc1c(Cl)cccc1NC(=O)COC(=O)CN1C(=O)NC(C)(C)C1=O
17	3	3	0.0	-0.4	1	2	99	-5	21	Cn1c(CC(=O)Nc2ccccc2F)nnc1SCC(=O)NC1CCCCC1
-4	1	-11	-0.2	5.7	-1	.	98	11	-4	Cc1ccc(-c2csc(C(O)c3ccc(F)c(F)c3)n2)cc1C (configuration not stated)
23	-10	-3	0.2	-3.5	1	-6	99	2	-1	COC(=O)c1c(NC(=O)CSc2nc3nc(C)cc(C)n3n2)sc(C)c1C
10	-1	-3	-0.2	2.8	-1	-7	100	8	4	CC(C)(C)c1nc2ccccc2c(=O)n1N1C(=O)c2ccccc2C1=O
0	-2	6	-0.1	2.6	2	-9	102	-15	.	CCC(C)NC(=O)C1CCCCN1S(=O)(=O)c1ccc(F)cc1 (configuration not stated)
16	1	2	0.4	-0.4	-4	-6	106	1	3	O=C(c1cnn2c(C(F)F)cc(-c3ccccc3)nc12)N1CCc2ccccc2C1
12	-1	1	-0.3	-0.1	-3	1	102	-11	-8	CCCCNC(=O)Nc1cnn(CC)c1C(N)=O
3	3	8	0.4	0.1	2	-5	100	5	7	O=c1[nH]nc(SCc2ccccc2)c(=O)[nH]1
8	4	2	-0.1	-1.7	3	0	93	-12	-4	COc1ccc(CN(CCCn2cnc3c(OC)ncnc32)CCCn2cnc3c(OC)ncnc32)cc1
-32	2	0	-0.2	-2.4	10	-4	100	-4	10	CCOc1ccc2c(c1)c(N=NC(=N)N)c(O)n2C
4	2	2	-0.1	1.1	-1	-4	102	-7	.	CN(CC(=O)Nc1ccc(Cl)c(Cl)c1)C(=O)CNC(=O)C1CCCCC1

# Reformatted comma-delimited: entries from further up.
canonical_smiles,MC4R antag cAMP,Granule exo inh,ABHD5-PLIN5 inh,aDG glyco up,MC4R ag barr,Glyco luc inh,TLR9-MyD88 block,ABCB6 inh 2,NOD2-RIPK2 inh,Vif imaging
COC(=O)c1[nH]c2ccccc2c1NC(=O)CN1CCN(Cc2ccc3c(c2)OCO3)CC1,-41,-5,-1,-0.1,-2.1,-2,-13,104,-4,-3
COc1cccc(-c2noc(CCCC(=O)NC3CCCC3)n2)c1,4,0,-1,-0.2,-2.6,0,8,100,-7,-7
CCn1c(NN)nc2sc3c(c2c1=O)CCC3,5,-5,-4,0.0,-1.1,2,8,103,-2,-2

# The list goes on.
MC4R antag cAMP	Granule exo inh	ABHD5-PLIN5 inh	aDG glyco up	MC4R ag barr	Glyco luc inh	TLR9-MyD88 block	ABCB6 inh 2	NOD2-RIPK2 inh	Vif imaging	SMILES
6	88*	1	-0.3	2.1	-10	2	94	-3	11	COc1ccc(CC(=O)Nc2cccc(-c3nnc(-c4ccc(C)cc4)o3)c2)cc1OC
1	6	4	-0.3	-1.4	3	-18	94	-22	9	COc1ccc(NC(C#N)c2ccc(OC)cc2)cc1 (configuration not stated)
6	-2	-2	-0.1	-2.5	0	7	103	4	0	Cc1ccc(/C=N/n2c(-c3ccncc3)n[nH]c2=S)o1
1	3	9	-0.1	1.1	-2	-5	100	-8	-1	CCN(CC)S(=O)(=O)c1ccc(-c2csc(C)n2)s1
1	-1	1	0.3	0.8	1	-19	99	-12	-2	CC(C)C(=O)Nc1ccccc1N1CCN(S(C)(=O)=O)CC1
6	-4	-5	0.0	-1.0	2	-7	92	6	-29	O=C(c1ccccc1)c1cccn1CC(=O)N1CCN(c2ccc(F)cc2)CC1
1	0	2	0.3	-2.4	0	-1	95	6	-2	Cc1ccc(NC(=O)CSc2nc(C)c(Cc3ccccc3)c(=O)[nH]2)cc1C
-5	2	0	0.0	-2.4	1	-1	104	10	-2	Cc1ccc(C(=O)OC(C)C(=O)NC(C)CCc2ccccc2)o1 (configuration not stated)
12	-17	-6	0.2	0.2	1	-8	106	4	7	CC(C)Oc1cccc(C(=O)Nc2ncn[nH]2)c1
-5	-6	-1	0.0	-0.3	-2	-11	96	-21	-15	Cc1cccc2cc(CN(Cc3ccco3)C(c3nnnn3CCc3ccccc3)C(C)C)c(=O)[nH]c12 (configuration not stated)
5	9	-2	-0.1	-1.8	0	-1	97	-7	7	COC(=O)c1cc2c(ccc3ccccc32)oc1=O
6	0	7	-0.2	-1.1	3	3	97	1	5	CCOc1ccc(CNC(=O)CCn2c(=O)oc3ccccc32)cc1OC
5	-1	-1	-0.1	-0.1	0	11	121	-5	5	COc1ccc(/C=C2\CC/C(=C\c3ccc(OC)cc3OC)C2=O)c(OC)c1
1	3	-1	0.5	1.0	1	7	97	6	3	Cc1ccc(C)c(C(C)NC(=O)c2ccccc2Br)c1 (configuration not stated)
29*	-3	5	-0.2	-2.1	0	2	99	7	-2	CSCCC(NC(=O)c1ccc([N+](=O)[O-])cc1Cl)C(=O)OC(C)C(=O)NCc1ccco1 (configuration not stated)

# The list is partial (hit frequency here may not be typical).
